High-throughput results as filed in PubChem BioAssay.
GalR3 antagonist: antagonists of human GalR3; O60755; inhibition, % at 3 µM; AID 651719; 0.44% of 360,000 active; HEK293 GalR3-CNG cAMP membrane potential fluorescence; galR3 body fused to GalR1 C-terminus;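 active = inhibition above the screen-wide average plus 3 SD, cut at about 13% in these data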;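 also: forskolin and galanin both at EC90 stimulate the cells; cAMP rise reported by CNG channel membrane potential dye signal; 0% = forskolin plus galanin with DMSO and 100% = forskolin alone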
Target sequence (O60755 1-299 limits assumed): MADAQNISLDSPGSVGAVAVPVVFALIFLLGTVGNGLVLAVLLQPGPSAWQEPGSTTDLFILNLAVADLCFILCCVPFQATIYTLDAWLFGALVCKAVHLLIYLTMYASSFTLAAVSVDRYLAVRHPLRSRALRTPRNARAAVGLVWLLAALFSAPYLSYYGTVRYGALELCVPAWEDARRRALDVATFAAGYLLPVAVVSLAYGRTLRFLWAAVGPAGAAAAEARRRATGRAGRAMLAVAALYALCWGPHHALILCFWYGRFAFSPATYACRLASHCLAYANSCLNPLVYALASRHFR
CRFBP-R2 block: blocks CRF-induced signaling of the CRF-BP/CRF-R2 complex; inhibition, % at 11.8 µM; HEK293 CRF-R2/CRF-BP, CRF-induced calcium fluorescence; 0.59% of 350,000 active; AID 588475;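 active = inhibition of the ligand-induced calcium signal above about 50% at the single tested concentration, limit read from the data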
CRFR2-BP ag: CRF-BP/CRF-R2 complex agonism. HEK293 CRF-R2/CRF-BP, calcium dye fluorescence (FLIPR); percent of saturating CRF peptide response. activation, % at 13.2 µM. 0.46% of 350,000 active. AID 588473;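 active = activation of at least 50%, plus an integration ratio under a set limit after plate pattern correction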;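 also: plate controls were neutral control wells without compound for no effect and CRF at EC100 for full effect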
* marks the source's active call; other numbers are inactive results. Only part of the results is shown, so the mix of outcomes need not match the whole.

mol,GalR3 antagonist,CRFBP-R2 block,CRFR2-BP ag
CN(CC(=O)Nc1ccc(Cl)c(C(F)(F)F)c1)C(=O)c1cn2ccccc2n1,-7,1,1.8
Cc1cc([N+](=O)[O-])ccc1NS(=O)(=O)c1ccccc1,-1,18,9.6
Cc1ccc(C)c(S(=O)(=O)N2CCN(C(=O)[C@H](Cc3ccccc3)NC(=O)c3ccco3)CC2)c1,-3,-10,0.2
Cc1ccc(CC(=O)N2CCN(S(=O)(=O)c3ccccc3)CC2)cc1C,-4,-10,-1.7
C[C@@H]1CN([C@H](C)CO)C(=O)CCCn2nncc2CO[C@H]1CN(C)S(=O)(=O)c1ccc2ccccc2c1,-4,-6,0.6
CC(=O)[C@H]1CCC2C3CC=C4C[C@@H](O)CC[C@]4(C)C3CC[C@@]21C (some centres undefined),-4,4,0.8
O=C(CSc1nnc(-c2ccncc2)n1C1CC1)c1cccs1,-1,11,-0.3
CCOCc1nc2nc(Cl)c(Cl)nc2[nH]1,2,15,5.6
COC(=O)[C@H](CC(C)C)NS(=O)(=O)N[C@@H](CC(C)C)C(=O)OC,-2,3,0.4
Cc1ccc(SCC(=O)NCC2COc3ccccc3O2)cc1 (centres undefined),-5,-15,-1.9
O=C(Nc1nnc(-c2cc(Cl)ccc2Cl)o1)C1=COCCO1,-5,5,1.5
CC[C@]12c3[nH]c4ccccc4c3CCN1C(=O)C(CC(=O)NCCCOC)C[C@@H]2C(=O)N1CCN(C(=O)c2ccco2)CC1 (some centres undefined),-7,6,0.1
COc1ccc(-c2coc3cc(O[C@@H]4O[C@H](CO)[C@@H](O)[C@H](O)[C@H]4O)c(OC)cc3c2=O)cc1,1,10,4.6
Cc1ccc(-c2cc(C(=O)N3CCN(C4CCS(=O)(=O)C4)CC3)c3ccccc3n2)cc1 (centres undefined),-3,-6,-0.1
COc1ccc2c3n([n+]([O-])c2c1)CCN=C3c1cc(Cl)c(N)c(Cl)c1,-1,10,-1.0
COc1ccc(NC(=O)Nc2ccc3c(c2)C(=O)N([C@H](C)CO)C[C@H](C)[C@@H](CN(C)C(=O)Nc2c(C)noc2C)O3)cc1,-3,1,0.6
COC(=O)C1=C(C)N(Cc2ccccc2)C(=NCC(C)C)N[C@H]1c1cccc(F)c1,-8,-13,5.0
COc1ccc(C(CNC(=O)CNS(=O)(=O)c2ccc(NC(C)=O)cc2)N2CCOCC2)cc1 (centres undefined),-1,4,0.4
CS(=O)(=O)Nc1ccccc1C(=O)OCC(=O)N1CCC(c2ccccc2)=N1,-3,-2,0.0
Cc1ccnc(NC(=O)CNC(=O)c2ccc(Br)o2)c1,-1,-11,1.1
COc1ccc(CCN(C)C(=O)c2cccc(S(=O)(=O)N3CCN(c4ccc(F)cc4)CC3)c2)cc1OC,1,-3,0.5
Cc1cnc(C=O)c2cccc([N+](=O)[O-])c12,34*,-35,-1.3
O=C(COC(=O)[C@@H]1CCCN1C(=O)c1cccs1)Nc1ccc(Br)cc1,-5,-15,2.8
CCCCn1c(N)c(N(CCOC)C(=O)CSc2n[nH]c(-c3ccc(C)cc3)n2)c(=O)[nH]c1=O,-3,-15,1.0
C#CCOCCOCCOCCNc1nc(N2CCN(C(=O)Cn3cc(CCCCN)nn3)CC2)nc(N2CCN(C(=O)[C@H](CCCCN)n3cc(CCCC)nn3)CC2)n1,-3,-10,2.9
Cc1ccc(NC(=O)CSc2nnc3ccc(-c4cccnc4)nn23)cc1,-2,-1,-0.2
O=C(C[C@@H]1C/C=C\CCCC(=O)OC[C@@H](c2ccccc2)NC1=O)NCCO,-2,4,-0.9
O=C(COc1ccccc1/C=C1\SC(=S)NC1=O)Nc1ccc(F)cc1,-6,-5,2.5
CCCN(C(=O)CSc1nnc(-c2ccc3c(c2)OCO3)o1)C1CCS(=O)(=O)C1 (centres undefined),-7,8,-1.7
N#Cc1ccc(C(=O)Nc2cc(S(=O)(=O)N3CCOCC3)ccc2N2CCCC2)cc1,-2,2,-1.5
Cc1ccc(F)c(C2=CC(=O)C[C@H](c3ccc(F)cc3)C2)c1,-11,8,1.3
Cc1ccc(S(=O)(=O)N2CCCCC2)cc1NCC(=O)Nc1ccc(Br)cc1F,-2,-1,-0.7
CCCN(CC(=O)Nc1ccccc1OC)C(=O)CNC(=O)c1ccc(C)s1,0,-3,-0.5
O=C(NCc1ccccc1F)c1cccc(S(=O)(=O)N2CCCCCC2)c1,-3,6,-0.8
COC(=O)C[C@H]1C[C@H]2c3cc(NC(=O)NC4CCCC4)ccc3O[C@H]2[C@@H](CO)O1,-4,-5,0.5
COc1ccccc1N1CCN(C(=S)NC(=O)c2ccc([N+](=O)[O-])cc2)CC1,-7,22,-0.1
O=C(NNc1ccccc1)C(=O)NNc1ccccc1,-7,-6,-2.1
COc1ccc(OCCCC(=O)OCC(=O)Nc2nnc(-c3ccccc3)o2)cc1,-5,9,-1.3
COc1cccc(/C=C/C(=O)OCC(=O)NC2CC2)c1,-5,-3,1.3
COc1cccc(-c2ccc3c(c2)O[C@@H](CN(C)C(=O)C2CCOCC2)[C@H](C)CN([C@H](C)CO)S3(=O)=O)c1,-4,-2,-0.4
Cc1cccn2c(=O)nc(SCC(=O)N3N=C(c4cccs4)CC3c3ccc(F)cc3)nc12 (centres undefined),-2,50,0.2
Oc1ccc(Cl)cc1CNCC1CCCCC1,-7,-10,1.0
COCOCCn1cc(CN2CCS(=O)(=O)N(Cc3ccc(-c4ccc(Cl)c(Cl)c4)cc3)C(C)C2=O)nn1 (centres undefined),1,-20,3.8
CC1(c2ccc(Cl)cc2Cl)NC(=O)N(CC(=O)Nc2ccc3[nH]c(=O)[nH]c3c2)C1=O (centres undefined),4,-7,-0.1
O=C(CSc1ccccc1F)OCC(=O)N1CCN(C(=O)c2ccco2)CC1,-1,-4,1.6
COc1ccccc1OCCNC(=O)CSC(=S)N1CCCC1,-1,0,-1.8
Cc1cc(Cl)ccc1OCCCC(=O)Nc1cc(S(=O)(=O)N2CCOCC2)ccc1N1CCOCC1,-5,8,0.4
COc1cccc(NC(=O)CN(C)C(=O)c2cccc(S(=O)(=O)N3c4ccccc4CC3C)c2)c1 (centres undefined),-2,3,6.1
COc1cc(C(=O)NCCOc2ccc(Cl)cc2)ccc1OCc1c(C)noc1C,-5,0,2.7
COc1ccccc1N(CC(=O)Nc1ccccc1)S(=O)(=O)c1cccs1,-4,-11,-0.3

Continued:
mol,GalR3 antagonist,CRFBP-R2 block,CRFR2-BP ag
COc1ccccc1C(CNC(=O)c1ccco1)N1CCCC1 (centres undefined),0,8,-0.5
NC(=O)CCC(NC(=O)OCc1ccccc1)C(=O)OCC(=O)c1ccccc1 (centres undefined),-6,-5,-1.0
C[C@H](CO)N1C[C@H](C)[C@@H](CN(C)CC2CCCCC2)Oc2c(NC(=O)C3CC3)cccc2C1=O,-5,-4,-0.1
O=C(CNC(=O)c1ccc2c(c1)OCO2)NCc1cccs1,-5,0,-0.3
Cc1nnc(SCC(=O)NCC(=O)Nc2ccc(F)c(F)c2F)n1N,-3,-5,2.7
CCN1C[C@@H]2[C@@H]3C(=O)N(Cc4ccccc4)C(=O)[C@@H]3[C@](C)(C1=O)N2C(=O)c1ccc(Cl)c(Cl)c1,-9,-7,-0.1
COc1cc(OC)cc(C(=O)NNC(=O)c2cc(S(=O)(=O)N3CCOCC3)ccc2F)c1,0,-5,0.8
Cc1ccc(C(=O)Nc2ccccc2N2CCOCC2)cc1S(=O)(=O)N1CCOCC1,-1,-9,-0.4
Cc1ccc(S(=O)(=O)N(C)c2ccc(OC(=O)COc3ccccc3)cc2)cc1,-3,2,5.9
CCOC(=O)c1cc(-c2ccccc2C)n(CC2CC(c3cccc([N+](=O)[O-])c3)=NO2)n1 (centres undefined),0,0,-0.3

Other records:
structure	GalR3 antagonist	CRFBP-R2 block	CRFR2-BP ag
O=[N+]([O-])c1ccc(C[n+]2cccc(O)c2)cc1	3	9	-0.9
COC(=O)C1=C(C)N(Cc2ccccc2)C(=NCCN2CCOCC2)N[C@H]1CCc1ccccc1	-5	-1	-0.1
COc1ccc(NC(=O)COC(=O)Cn2cnc3ccccc32)cc1	-7	-6	-0.4
O=C(CC(O)(c1ccccc1)c1ccccc1)Nc1ccccn1	-3	11	-2.1
Cc1ccccc1NC(=O)C1=CC=CN2CCS(=O)(=O)N=C12	-1	2	0.9
CC1Sc2ccc(C(=O)OCc3ccccc3Cl)cc2NC1=O (centres undefined)	-4	-14	0.8
NS(=O)(=O)c1ccc(NC(=O)CSc2nnc(C3CC3)n2C2CC2)cc1	1	10	-1.1
COc1ccc(N(Cc2ccccc2)S(=O)(=O)c2cccc(C(=O)Nc3ccccn3)c2)cc1	-8	4	1.3
O=C(COC(=O)COc1ccc(Cl)cc1)Nc1cccnc1Cl	-5	28	-1.1
C[C@@H]1CN([C@H](C)CO)C(=O)c2cc(NC(=O)Nc3ccc(F)cc3)ccc2O[C@@H](C)CCCCO[C@H]1CN(C)Cc1ccc(C(=O)O)cc1	-6	-10	-0.2
Cc1ccccc1NC(=O)CSc1ccc(-c2ccc(-n3cccn3)cc2)nn1	-6	15	-0.8
COc1ccc(C(=O)OCC(=O)Nc2c(C)n(C)n(-c3ccccc3)c2=O)cc1OC	3	-2	0.1
O=C(COc1ccc(-n2cnnn2)cc1)Nc1ccc(F)cc1	-5	-3	-0.7
CC(Oc1ccccc1)C(=O)N1CCN(S(=O)(=O)c2ccc(OC(F)(F)F)cc2)CC1 (centres undefined)	3	1	0.0
CNC(=O)C[C@H]1C(=O)N(C2CCCCC2)C[C@@H]1CSC	-6	-8	-1.2
[N-]=[N+]=CC(=O)C(O)(c1ccccc1)C(Cl)c1ccccc1 (centres undefined)	2	29	-3.6
OCC[C@H]1C[C@@H](O)[C@H](O)[C@@]2(OCc3ccccc32)O1	-3	1	0.8
CC1Cc2ccccc2N1S(=O)(=O)c1cccc(C(=O)N2CCCCC2)c1 (centres undefined)	-4	-4	-1.7
COc1ccc2oc(C(=O)OCC(=O)NCCc3ccc(S(N)(=O)=O)cc3)c(C)c2c1	-4	-4	-3.0
O=C(NNC(=O)c1ccc(Br)s1)c1ccc(F)c(S(=O)(=O)N2CCOCC2)c1	-9	-9	2.1
CCCCn1c(N)c(N(CCOC)C(=O)c2cc(C)oc2C)c(=O)[nH]c1=O	-7	4	-0.8
O=C(OCC(=O)N1CCN(c2ccccc2)CC1)c1ccccc1NCCO	4	2	0.3
Cc1c(C)n2c(SCC(=O)Nc3cccc4ccccc34)nnc2[nH]c1=O	3	7	-1.4
CC[C@]12c3[nH]c4cc(-c5ccco5)ccc4c3CCN1C(=O)[C@@H](CC(=O)NCC13CC4CC(CC(C4)C1)C3)C[C@@H]2C(=O)N1CCN(C(=O)C2CC2)CC1	-7	-2	-1.4
CN(C(=O)CN1C(=O)c2ccccc2S1(=O)=O)C1CCCCC1	-5	-2	0.3
O=C(CNC(=O)c1ccc(Br)o1)OCc1ccc(Br)cc1	-4	16	-1.0
COc1cc(OC)cc(-c2c(-c3cccs3)c3cc(-c4ccc5c(c4)OCO5)ccc3n2C)c1	-1	3	2.0
O=C(COC(=O)C1CCN(C(=O)c2ccc(Cl)cc2)CC1)Nc1ccccc1F	-5	-7	0.2
COc1ccc(NC(=O)CSCC(=O)N(C)Cc2ccc(Cl)c(Cl)c2)cc1	-5	4	0.4
Cc1cccc(OCC(=O)NCc2nnc3ccc(C(F)(F)F)cn23)c1C	-3	-7	-0.4
CCN1C(=O)[C@@H]2[C@@H](c3ccc(SC4CCCCC4)cc3)N3CCC[C@@]3(C(=O)OC)[C@@H]2C1=O	-5	9	1.4
Cc1ccc(S(=O)(=O)N2C[C@H]3n4c(=O)ccc(=O)n4C[C@H](OC(=O)Nc4c(C)noc4C)[C@@]3(O)C2)cc1	0	-1	2.6
COC(=O)c1ccccc1CC1Cc2cc3c(cc2C1=O)CCC3 (centres undefined)	-9	3	0.0
Cc1cc(Cl)c(OCCOCCN2CCNCC2)c(Cl)c1	-2	-15	0.7
O=c1[nH]c(=S)[nH]c2scc(-c3ccc(Br)cc3)c12	-6	29	-0.5
NS(=O)(=O)c1ccc(CCNS(=O)(=O)c2ccc(Cl)s2)cc1	-4	-10	0.7
CCN(Cc1ccccc1)C(=O)c1cccc(S(=O)(=O)N2CCN(c3ccc(F)cc3)CC2)c1	-5	16	0.5
